Compound activity as filed in PubChem.
TRb-SRC2 inh = TRbeta-SRC2 interaction inhibition | P10828 | TRbeta-SRC2 peptide binding, fluorescence polarization; receptor liganded with 1 µM T3 | Potency, µM (top dose mostly 106 µM), inactives show at the highest dose activity change, negative = inhibition, hits mostly inhibitors | 0.065% of 280,000 active | AID 1469;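 also: plate controls were bound peptide for no effect and peptide without receptor for full effect; nearly all actives have a fitted effect of over 50% in size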
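Human TRb ligand-binding domain (0.6 uM) is mixed with 20 nM Texas Red SRC2 peptide and 1 uM T3; after compound addition and 5 hr at ambient temperature, polarization is measured and normalized to unbound and bound controls.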
L3MBTL1 inh = L3MBTL1 (human) inhibition. Q9Y468. 0.66% of 230,000 active. Potency, µM (doses to about 57.1 µM), for the others: at the top dose activity, negative = inhibition, hits mostly inhibitors. AID 485360. AlphaScreen L3MBTL1–H3K9me1 peptide binding; also: nearly all actives have a fitted effect of over 60% in size
Target sequence (Q9Y468 whole entry, looked up): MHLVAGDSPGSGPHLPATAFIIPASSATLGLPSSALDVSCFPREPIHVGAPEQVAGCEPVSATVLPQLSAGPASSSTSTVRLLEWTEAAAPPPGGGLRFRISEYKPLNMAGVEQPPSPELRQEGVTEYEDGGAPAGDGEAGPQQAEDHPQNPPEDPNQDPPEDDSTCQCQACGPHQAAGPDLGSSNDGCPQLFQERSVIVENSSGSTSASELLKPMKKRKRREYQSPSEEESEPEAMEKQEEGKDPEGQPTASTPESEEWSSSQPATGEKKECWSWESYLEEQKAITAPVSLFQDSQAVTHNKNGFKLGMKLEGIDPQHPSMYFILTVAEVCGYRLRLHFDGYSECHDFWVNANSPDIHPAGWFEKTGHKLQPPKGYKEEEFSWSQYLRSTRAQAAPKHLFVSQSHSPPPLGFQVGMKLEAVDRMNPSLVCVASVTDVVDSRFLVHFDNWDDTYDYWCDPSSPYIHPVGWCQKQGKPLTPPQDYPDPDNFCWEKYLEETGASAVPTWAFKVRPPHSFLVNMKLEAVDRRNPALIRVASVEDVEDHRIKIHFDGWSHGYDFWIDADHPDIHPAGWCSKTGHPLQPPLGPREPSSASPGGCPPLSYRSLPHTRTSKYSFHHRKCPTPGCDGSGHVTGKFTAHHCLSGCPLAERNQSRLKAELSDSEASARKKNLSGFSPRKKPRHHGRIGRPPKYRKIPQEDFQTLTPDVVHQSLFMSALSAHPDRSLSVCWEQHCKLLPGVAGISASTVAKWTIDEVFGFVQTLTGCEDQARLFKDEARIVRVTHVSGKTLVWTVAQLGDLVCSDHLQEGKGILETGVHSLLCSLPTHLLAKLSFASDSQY
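First, the protein-peptide complex forms for 30 min at room temperature (L3MBTL1 50 nM, biotinylated H3K9me1 peptide 75 nM). Next, compounds are pin-transferred and incubated 30 min. Finally, AlphaScreen beads are added and read after 30 min.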
ALDH1A1 inh = ALDH1A1 (human) enzyme inhibition; P00352; Purified ALDH1A1, NADH fluorescence, propionaldehyde substrate; Potency, µM (titrated, usually from 75.3 µM), for the others: at the highest dose activity, negative = inhibition, actives largely listed as inhibitors; 7.3% of 220,000 active; active = well fitted inhibition curve with a large enough effect, not every such curve was filed as active; inconclusive = small, poorly fitted or top-dose-only effect, or another doubt; inactive = no such curve, though single readings can be large or run the other way;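 also: plate controls were no enzyme wells and a reference inhibitor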
aGal spleen mod = alpha-galactosidase A (human) modulation; P06280; human spleen homogenate, 4MU-alpha-Gal fluorescence, 40 min; Potency, µM (doses to about 80 µM), for inactives: top-dose activity change, negative = inhibition, hits mostly inhibitors; 0.008% of 240,000 active;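 also: 0% = enzyme with vehicle and -100% = no enzyme basal signal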
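Fluorogenic readout (Ex 365/Em 440 nm) of 4-methylumbelliferone released from 1 mM 4-MU-alpha-galactoside by spleen homogenate, 40 min at 37C, pH 5.0. Data normalized to no-enzyme and enzyme controls; Hill-equation AC50 from compound titrations.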
Tau fluor cs = counter-screen for tau fibril formation inhibitors; Potency, µM (doses to about 57.7 µM), for the others: at the highest dose activity change, negative = decrease; AID 1463; 0.93% of 280,000 active; tau K18 P301L Alexa594 fluorescence, heparin fibrillization; also: nearly all actives have a fitted effect of over 55% in size
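Human tau K18 P301L (15 uM unlabeled, 0.24 uM Alexa 594-labeled) in 100 mM sodium acetate pH 7 with 20 uM heparin, 6 hr at 37 C. ThT 30 uM added, 1 hr ambient; Alexa 594 FP and total fluorescence read at 555/632 nm.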
Tau ThT inhib = inhibitors of human tau fibril formation, thioflavin T binding | P10636 | recombinant tau K18 P301L (four-repeat tau fragment), heparin-induced fibrillization, ThT fluorescence | Potency, µM (series often up to 57.4 µM), for the others: top-dose activity, negative = inhibition, hits mostly inhibitors | 2.1% of 270,000 active; also: nearly all actives have a fitted effect of over 55% in size
Target sequence (P10636 561-689 P618L limits assumed): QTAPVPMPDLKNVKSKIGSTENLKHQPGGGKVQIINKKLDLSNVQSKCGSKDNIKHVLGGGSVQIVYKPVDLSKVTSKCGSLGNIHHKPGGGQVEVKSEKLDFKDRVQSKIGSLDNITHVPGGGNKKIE
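Heparin-induced fibrillization of the P301L-mutant K18 repeat-domain fragment of human tau was followed by ThT binding in quantitative high-throughput format.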
Tau fibril FP = blocks human tau fibril formation measured by polarization; K18 P301L tau heparin fibrillization, Alexa594 FP, 6 h; Potency, µM (highest dose often 57.7 µM), for inactives: top-dose activity, negative = inhibition, hits mostly inhibitors; 0.39% of 280,000 active; AID 1468; also: nearly all actives have a fitted effect of over 55% in size
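Human K18 P301L fragment (15 uM unlabeled plus 0.24 uM Alexa 594-labeled) in 100 mM sodium acetate pH 7 with compound, aggregation induced by 20 uM heparin for 6 hr at 37 C. ThT (30 uM) added for 1 hr, then Alexa 594 FP read.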
TexasRed fluor = alters Texas Red total fluorescence, flagging assay interference | TRb/SRC2 Texas Red total fluorescence interference | Potency, µM (doses to about 106 µM), inactives show top-dose fluorescence change, negative = quenching | 0.29% of 280,000 active; active = well fitted curve in either direction with a large enough effect; inconclusive = small, poorly fitted or top-dose-only effect
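Human TRβ ligand-binding domain (0.6 uM) and Texas Red SRC2 peptide (20 nM) in Tris buffer with 1 uM T3 and 5% DMSO were incubated with pinned compound for 5 hr at ambient temperature. Total fluorescence was computed as S + 2P (555/632 nm).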
Starred values were filed as active, the others as inactive; ? = inconclusive; · = no result given; [ ] = remark or other dose. Unless noted, calls follow the shape of the dose curve; as a rule, active = well fitted curve in the direction sought with a large enough effect; inconclusive = small, poorly fitted or top-dose-only effect, or another doubt; inactive = no such curve, though single readings can be large; an effect the other way counts as inactive or inconclusive. Unless noted, % is scaled to controls: 0 for no effect and ±100 for the full control effect; potency is read from the fitted curve at half-maximal effect.

A first look (2 entries):
SMILES | TRb-SRC2 inh | L3MBTL1 inh | ALDH1A1 inh | aGal spleen mod | Tau fluor cs | Tau ThT inhib | Tau fibril FP | TexasRed fluor
O=C(CCn1c(=O)sc2ccccc21)NC1=NCCS1 | 5% | 8%[11.4 µM] | -13% | 4% | -6% | -6% | -3% | 0%
N#CCC(=O)NNC(=S)Nc1ccccc1C(F)(F)F | 2% | 0%[2.29 µM] | 18µM* | -1% | -5% | -9% | 4% | -2%

Results (from the top)
SMILES | TRb-SRC2 inh | L3MBTL1 inh | ALDH1A1 inh | aGal spleen mod | Tau fluor cs | Tau ThT inhib | Tau fibril FP | TexasRed fluor
O=C(CCn1c(=O)sc2ccccc21)NC1=NCCS1 | 5% | 8%[11.4 µM] | -13% | 4% | -6% | -6% | -3% | 0%
N#CCC(=O)NNC(=S)Nc1ccccc1C(F)(F)F | 2% | 0%[2.29 µM] | 18µM* | -1% | -5% | -9% | 4% | -2%
CC(C)[N+]1=C2C=CC=CC=C2SC12C([N+](=O)[O-])=CC(=[N+]([O-])[O-])C=C2[N+](=O)[O-] (stereo unspecified) | -1% | -24% | · | 5% | -6% | -13% | 13% | 0%
Cc1cc(Br)ccc1NC(=O)c1sc2nc3n(c(=O)c2c1C)CCCC3 | -2% | · | · | · | -2% | -18% | -10% | -2%
Oc1ccc(-c2cn3cc(C(F)(F)F)ccc3n2)cc1 | 3% | -2% | ? | 6% | -1% | -9% | 5% | 1%
COc1cccc(=O)c2c(C)n(-c3cc(C)cc(C)c3)c(C)c12 | 4% | -12% | -5% | -3% | -15% | 28µM* | ? | -7%
Cc1ccc(S(=O)(=O)N(C)C)cc1NC(=O)c1ccc(OC(F)(F)F)cc1 | 1% | 8% | 8% | -4% | -1% | 1% | 1% | 2%
CC(Sc1nnc(Cc2ccc([N+](=O)[O-])cc2)o1)C(N)=O (stereo unspecified) | 0% | -1% | 0% | 7% | -10% | -10% | -8% | 0%
O=C(COc1ccc(F)c(Cl)c1)c1ccc[nH]1 | 2% | -8% | -1% | -10% | -12% | ? | -1% | 0%
COc1ccc(CCNc2nc(-c3sc(N)nc3C)cs2)cc1OC | 4% | · | ? | 1% | ? | 14µM* | ? | -3%
COc1ccc(S(=O)(=O)N(CC(=O)NCc2cccnc2)Cc2ccccc2)cc1 | -7% | 2% | ? | 0% | -16% | -10% | -12% | -1%
CCN(CC)CCNC(=O)c1cn(CC)c2ccc(S(=O)(=O)N(C)C)cc2c1=O | 0% | · | ? | -5% | -7% | -8% | 5% | -8%

Part of the list above, set out differently.
Results follow in this order: TRb-SRC2 inh, L3MBTL1 inh, ALDH1A1 inh, aGal spleen mod, Tau fluor cs, Tau ThT inhib, Tau fibril FP, TexasRed fluor
Cc1cc(Br)ccc1NC(=O)c1sc2nc3n(c(=O)c2c1C)CCCC3
  -2%, ·, ·, ·, -2%, -18%, -10%, -2%
Oc1ccc(-c2cn3cc(C(F)(F)F)ccc3n2)cc1
  3%, -2%, ?, 6%, -1%, -9%, 5%, 1%
COc1cccc(=O)c2c(C)n(-c3cc(C)cc(C)c3)c(C)c12
  4%, -12%, -5%, -3%, -15%, 28µM*, ?, -7%
Cc1ccc(S(=O)(=O)N(C)C)cc1NC(=O)c1ccc(OC(F)(F)F)cc1
  1%, 8%, 8%, -4%, -1%, 1%, 1%, 2%
CC(Sc1nnc(Cc2ccc([N+](=O)[O-])cc2)o1)C(N)=O (stereo unspecified)
  0%, -1%, 0%, 7%, -10%, -10%, -8%, 0%
O=C(COc1ccc(F)c(Cl)c1)c1ccc[nH]1
  2%, -8%, -1%, -10%, -12%, ?, -1%, 0%
COc1ccc(CCNc2nc(-c3sc(N)nc3C)cs2)cc1OC
  4%, ·, ?, 1%, ?, 14µM*, ?, -3%
COc1ccc(S(=O)(=O)N(CC(=O)NCc2cccnc2)Cc2ccccc2)cc1
  -7%, 2%, ?, 0%, -16%, -10%, -12%, -1%
CCN(CC)CCNC(=O)c1cn(CC)c2ccc(S(=O)(=O)N(C)C)cc2c1=O
  0%, ·, ?, -5%, -7%, -8%, 5%, -8%

Carrying on:
SMILES | TRb-SRC2 inh | L3MBTL1 inh | ALDH1A1 inh | aGal spleen mod | Tau fluor cs | Tau ThT inhib | Tau fibril FP | TexasRed fluor
S=C(Nc1cccc(Cl)c1Cl)N1CCC2(CC1)OCCO2 | 0% | -1% | 4% | 11% | 1% | 5% | 1% | -4%
CCOC(=O)c1ccc(Oc2nc(NC)nc(SC)n2)cc1 | -9% | · | -5% | -9% | 0% | -5% | 1% | 1%
O=C(COC(=O)/C=C/c1ccc(S(=O)(=O)N2CCOCC2)cc1)NCc1ccc(Cl)cc1 | 2% | · | 4% | 1% | -12% | -2% | -10% | 1%
COC(=O)c1ccc(Oc2c(C)oc3cc(OCc4cnn(-c5ccccc5)c4)ccc3c2=O)cc1 | -12% | -8% | -11% | -2% | -5% | -8% | -2% | -6%
Cc1ccc(-n2nc3c(=O)n(CCCC(=O)NCCc4ccccc4Cl)nc(C)c3c2C)cc1 | 2% | · | · | · | -2% | -3% | 1% | -1%
CC1=C(C(=O)Nc2ccccc2)C(c2ccc(Br)cc2)n2nc(CCCO)nc2N1 (stereo unspecified) | 1% | · | · | · | -15% | -8% | -4% | -1%
CCCCCC(=O)Nc1nc(C)c(-c2csc(Nc3ccccc3OC)n2)s1 | -2% | -6% | ? | -6% | 11µM*[quencher] | ? | ? | 17%
Cc1nc(C)c(CCNS(=O)(=O)c2ccc(F)cc2)s1 | -7% | · | · | · | -1% | 2% | -7% | ?
CSc1nc(C2CC2)cc(-c2cccs2)c1C#N | -2% | 15% | ? | 9% | -23% | -13% | ? | -3%
O=C(CCN1C(=O)c2ccccc2C1=O)Nc1ccc(S(=O)(=O)N2CCOCC2)cc1 | 1% | 34%[activator][11.4 µM] | ? | 5% | -3% | -11% | 0% | 0%
CC(C)(C)c1ccc(/C=C2\Oc3cc(OC(=O)N4CCOCC4)ccc3C2=O)cc1 | 0%[53 µM] | 8% | 11% | 1% | 17% | 13% | 6% | 0%[53 µM]
Cc1ccc(S(=O)(=O)Nc2ccc3c(c2)c2c(n3S(=O)(=O)c3ccc(C)cc3)CCCC2=O)cc1 | 1% | 0% | 3% | -1% | -13% | 7% | ? | -1%
Cc1ccc(S(=O)(=O)N2CCOCC2)cc1NC(=O)CN1CCN(c2ccc(O)cc2)CC1 | -8% | -1% | ? | -9% | -9% | ? | 1% | -1%
CCO[C@H]1OC(C(=O)Nc2ccccc2)=C[C@@H](C)[C@@H]1CCCO | -1% | 1% | -3% | 7% | 0% | -2% | 2% | -1%
Cc1nc(=S)c2c([nH]1)-c1ccccc1CC21CCCCC1 | 5% | -10% | 18% | -4% | -18% | -7% | -4% | 1%
O=C(NCCOCCn1c(=O)oc2ccccc21)Nc1ccc(F)cc1F | -12% | · | · | · | -8% | 3% | -15% | 0%
O=C(Cn1c(=O)nc(-c2ccccc2F)c2cc(Cl)ccc21)NCCCc1ccccc1 | -3% | · | · | · | -26% | ? | -1% | 3%
CC12CC3CC(C)(C1)CC(C(=O)NC1=NCCS1)(C3)C2 | -7% | · | 2% | 0% | -17% | -10% | -4% | -4%
O=C(CCc1nnc(CCCCc2ccccc2)o1)NCCCc1cccnc1 | -3% | -8% | ? | -6% | 14% | 1% | 7% | -3%
O=C(NCc1cccnc1)c1ccc(COc2ccccc2Cl)o1 | -4% | 3% | 5% | -4% | 5%[2.34 µM] | 1% | -6% | -8%
O=C(CCN1CCN(CCO)CC1)Nc1cccc(Br)c1 | -5% | ? | · | 0% | 0% | -2% | 9% | -1%
CCCc1nc2ccc(NC(C)=O)cc2c(=O)n1Cc1ccc(Cl)cc1 | 0% | · | -4% | 0% | -25% | 1% | 1% | -3%
CCOc1ccc(OCc2ccc(C(=O)NCc3cccnc3)o2)cc1 | 2% | -3% | 2% | -9% | -7% | -6% | 10% | 2%
O=C(Nc1ccc(N2CCN(C(=O)c3ccco3)CC2)c(Cl)c1)c1c(F)c(F)c(F)c(F)c1F | 3% | -2% | -7% | -4% | -18% | -12% | 8% | 1%
COc1ccc(CNC(=O)Cc2c(C)c3c(cc(C)c4c(C)coc43)oc2=O)cc1 | 10% | · | · | · | 0% | -5% | -3% | -1%
CCCCC(Sc1nc2cc3c(cc2c(=O)n1CCCC(=O)NCc1ccc(OC)cc1)OCO3)C(=O)OCC (stereo unspecified) | -6% | · | · | · | -14% | -13% | 1% | 2%
CC(c1ccccc1C(O)(c1ccccc1)c1ccccc1)N(C)C (stereo unspecified) | 0% | -3% | 9% | -5% | 10% | 0% | 10% | -1%
O=C(Nc1nc2c(s1)CCCC2=O)c1cnccn1 | 7% | · | ? | 1% | -9% | -12% | -8% | 1%
CCCN(c1ccccc1CC)S(=O)(=O)c1ccc2c(c1)CC(C)N2C(=O)C1CC1 (stereo unspecified) | -2% | · | · | · | -12% | -14% | 4% | -2%
COc1ccc(C(C)NC(=O)c2ccoc2C)cc1OC (stereo unspecified) | 7% | 3% | 6% | 4% | 9% | 2% | 0% | 4%
C/C(=N\NC(=O)Cc1cccn1C)c1ccc([N+](=O)[O-])cc1 | -2% | -20% | ? | -12% | -15% | ? | 4% | -3%
Nc1nc(NCc2ccco2)nc(Nc2cccc(F)c2)c1[N+](=O)[O-] | -3% | 13% | 10% | 4% | -16% | -10% | -5% | -6%
CCCn1c(=O)c2sccc2n2c(CCCC(=O)Nc3ccc(Oc4ccc(Cl)cc4)cc3)nnc12 | 1% | · | · | · | ? | ? | -3% | -1%
Cc1sc2c(c1C)c(=O)n(CCc1ccccc1)c(=O)n2Cc1ccccc1Cl | 5% | · | · | · | -25% | -15% | -9% | 4%
CCCCN(CC)CCNC(=O)CN(C)S(=O)(=O)c1ccc2c(c1)c(=O)n(C)c(=O)n2C | -22% | 3% | -8% | 17% | -1% | 2% | -2% | 3%
O=C(O)c1ccc(/C=N/NC(=O)c2ccc(Br)cc2)cc1 | 4% | 5% | 17% | -5% | -16% | ? | -2% | 3%
O=C(NC(N1CCOCC1)C(Cl)(Cl)Cl)c1ccccc1Cl (stereo unspecified) | 0% | -11% | 4% | -10% | 4% | -5% | 0% | 4%
